Compound activity: PubChem BioAssay, National Center for Advancing Translational Sciences (NCATS)
EPAC2 antag = EPAC2 (human) antagonism; Q8WZA2; EPAC2 GEF exchange of Rap1B-BODIPY-GDP, fluorescence; Potency, µM (series often up to 114 µM), without a hit: at the highest dose activity, negative = inhibition, most hits filed as inhibitors; actives 0.18% (n = 360,000); AID 720708; further: potency means the concentration at half of the fitted maximal effect; on the % scale 0 is the no-effect control and ±100 the full control effect; nearly all actives have a fitted effect of over 45% in size; many of its hits are not listed in these tables
Target sequence (Q8WZA2 whole entry, looked up): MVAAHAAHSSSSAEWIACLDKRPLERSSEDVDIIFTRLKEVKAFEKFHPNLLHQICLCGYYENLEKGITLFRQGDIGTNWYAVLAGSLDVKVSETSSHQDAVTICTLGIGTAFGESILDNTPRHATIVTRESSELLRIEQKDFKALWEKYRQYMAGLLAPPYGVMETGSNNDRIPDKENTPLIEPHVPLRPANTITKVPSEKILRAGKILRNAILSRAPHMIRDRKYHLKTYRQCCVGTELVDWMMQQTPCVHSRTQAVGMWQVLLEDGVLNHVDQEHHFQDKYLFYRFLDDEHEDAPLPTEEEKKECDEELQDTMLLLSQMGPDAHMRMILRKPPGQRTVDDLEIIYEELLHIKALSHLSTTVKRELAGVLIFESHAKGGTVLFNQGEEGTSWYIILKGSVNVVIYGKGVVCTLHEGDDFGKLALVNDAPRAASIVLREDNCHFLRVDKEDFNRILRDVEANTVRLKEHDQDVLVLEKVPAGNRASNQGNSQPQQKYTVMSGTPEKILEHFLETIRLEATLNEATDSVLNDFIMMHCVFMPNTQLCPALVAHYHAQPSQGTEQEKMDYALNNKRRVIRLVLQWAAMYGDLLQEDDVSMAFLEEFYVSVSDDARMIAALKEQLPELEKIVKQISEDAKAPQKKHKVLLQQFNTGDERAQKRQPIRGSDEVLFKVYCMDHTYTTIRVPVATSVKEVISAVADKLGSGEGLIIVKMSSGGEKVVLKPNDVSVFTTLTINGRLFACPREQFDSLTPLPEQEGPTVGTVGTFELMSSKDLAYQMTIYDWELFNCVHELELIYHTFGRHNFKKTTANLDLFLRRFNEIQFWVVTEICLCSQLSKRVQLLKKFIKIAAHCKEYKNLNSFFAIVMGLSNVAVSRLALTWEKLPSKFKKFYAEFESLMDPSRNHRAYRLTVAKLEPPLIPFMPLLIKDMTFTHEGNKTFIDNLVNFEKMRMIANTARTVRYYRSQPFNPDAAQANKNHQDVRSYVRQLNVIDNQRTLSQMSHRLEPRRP
EPAC2 agonist = agonists of human EPAC2 (RAPGEF4); Q8WZA2; EPAC2 activation, biochemical qHTS; response scale: 100% = 6.5 mM cAMP response; Potency, µM (titrated, usually from 154 µM), without a hit: at the top dose activation, actives largely listed as activators; actives 0.079% (n = 360,000); AID 720711; further: potency means the concentration at half of the fitted maximal effect; nearly all actives have a fitted effect of over 50% in size
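In this primary screen, activation is scored as increased exchange of BODIPY-GDP from Rap1B by 100 nM EPAC2, with 50 uM GDP as competitor. Signal is normalized to the 6.5 mM cAMP agonist control.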
MmCpn inh = blocks the Methanococcus maripaludis chaperonin Mm-Cpn; purified Mm-Cpn ATPase, ADP Transcreener TR-FRET; actives 0.031% (n = 330,000); AID 504842; Potency, µM (doses to about 76.9 µM), inactives show top-dose activity, negative = inhibition, usual class: inhibitors; further: potency means the concentration at half of the fitted maximal effect; on the % scale 0 is the no-effect control and ±100 the full control effect; nearly all actives have a fitted effect of over 80% in size
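Quantitative HTS used 25 nM Mm-CPN and 10 uM ATP in magnesium/KCl Tris buffer, pH 7.4, with 1 mM DTT. Hydrolysis ran 30 min at 37°C; ADP was read by HTRF.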
DRD3 agonist = activates the human D3 dopamine receptor. P35462. max activation, %. actives 0.58% (n = 410,000). D3R DiscoveRx beta-arrestin cells, luminescence, 90 min. AID 652048; in the data active means max activation above about 30%; further: 0% is about no effect; mostly tested at two doses, the higher about 12 µM
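Agonist-mode cell screen: cells plated at 1500/well and incubated overnight at 37 °C, then exposed to library compounds for 90 min at 37 °C. Detection reagent was added for 30–60 min at room temperature, and luminescence was read.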
PTHR1 ag = activates the human parathyroid hormone receptor PTHR1. Q03431. HEK293 GP2 PTHR1 cells, GloSensor cAMP luminescence, 1 h. Potency, µM (doses to about 115 µM), inactives show at the top dose activation, actives largely listed as activators. actives 0.075% (n = 410,000). AID 743266; further: potency means the concentration at half of the fitted maximal effect; nearly all actives have a fitted effect of over 55% in size; some results filed as inactive show a strong effect at the top dose; inactives centre near -15; many of its hits are not listed in these tables
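HEK-293-derived GP2 cells expressing PTHR1 and a GloSensor cAMP reporter, 3,000/well, plated overnight, given luciferin plus IBMX (each 0.5 mM as added) for 1 h at 37 °C, then compound for 1 h at 37 °C. Luminescence was read after 15 min at room temperature.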
CCT chaperon mod = changes cytosolic chaperonin activity; AID 651819; activity change, % (concentration not given with the values), hits read low; actives 0.3% (n = 360,000); purified chaperonin ATPase assay, HTRF ADP detection, 30 min; in the data active means activity change below about -30%; further: on the % scale 0 is the no-effect control and ±100 the full control effect
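Nucleotide hydrolysis assay: TRiC at 20–40 nM final (set by batch activity) with 10 uM ATP, 30 min at 37 °C, in presence of 76 uM compound. Detection by competitive ADP HTRF, 30 min ambient.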
Akt phos inh = Akt phosphorylation inhibition. AID 651550. Neuro2A IGF-stimulated pAkt S473 HTRF, 20 min; active compounds read low. activity change, % for hits at 50 µM. actives 0.32% (n = 360,000); in the data active means activity change below about -80%; inconclusive means mostly about -51% to -80%; further: on the % scale 0 is the no-effect control and ±100 the full control effect
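Neuro2A cells in DMEM with 0.5% FBS, overnight at 37 deg C, given compound at single 50 µM final, then IGF (6 nM final) for 20 min at 37 deg C. Lysed; phospho-Akt Ser473 by HTRF after 24 h, 665/615 ratio.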
D3 antag = D3 dopamine receptor (human) antagonism | P35462 | D3R cells, DiscoveRx beta-arrestin luminescence, antagonist mode; active compounds read low | max response, negative = inhibition, % | actives 2.5% (n = 360,000) | AID 652054; in the data active means max response below about -50%; inconclusive means no clear call, values can overlap the other calls; further: on the % scale 0 is the no-effect control and ±100 the full control effect; mostly tested at two doses, the higher about 12 µM
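Cells expressing the human receptor were seeded at 1500 cells/well, incubated overnight at 37 degrees C in 5% CO2, then exposed to library compounds with dopamine controls for 90 minutes at 37 degrees C before luminescent detection.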
Starred values were filed as active, the others as inactive; i = inactive; ? = inconclusive; nt = not tested or not shown; & = joins results of further samples; [ ] = another dose, or the depositor's remark. Unless noted, the call rests on the fitted dose curve; in most records, active means well fitted curve in the direction sought with a large enough effect; inconclusive means small, poorly fitted or top-dose-only effect, or another doubt; inactive means no such curve, though single readings can be large; an effect the other way counts as inactive or inconclusive. An excerpt. The share of hits here may be higher or lower than overall.

SMILES | EPAC2 antag | EPAC2 agonist | MmCpn inh | DRD3 agonist | PTHR1 ag | CCT chaperon mod | Akt phos inh | D3 antag
Cc1ccc(C(=O)N/C(=C\c2ccc(Cl)cc2)C(=O)NCCN2CCOCC2)cc1 | 1% | -2% | 0% | -6 | -12% | -0.3 | i | 10
CC(=O)NCCc1ccc(S(=O)(=O)Nc2ccc3c(c2)OCCO3)cc1 | 5% | 9% | nt | -1 | -13% | -0.6 | i | 4
O=C(COC(=O)C1CC2C=CC1C2)Nc1ccc([N+](=O)[O-])cc1 (stereo not given) | -23% | 1% | 0% | -1 | -28% | -0.6 | i | -14
O=C(CSc1nc2ccccc2nc1SCC(=O)N1CCCCC1)N1CCCCC1 | -1% | 7% | ? | 0 | -17% | 1.2 | i | -16
O=C(N/N=C/c1cc(Br)cc(Br)c1O)c1cccc(N2CCCC2=O)c1 | -8% | 7% | -1% | -1 | -20% | 0.8 | i | -8
Cc1ccc(CN2CCN(CC(=O)N3CCC(C(N)=O)CC3)C2=O)cc1 | 7% | 6% | nt | 0 | -22% | -0.6 | i | 37
Cc1c(C(=O)NCCc2ccccc2)oc2ccc(S(=O)(=O)N3CCOCC3)cc12 | 8% | 11% | 0% | 6 | i | 0.9 | i | -5
CC(=O)c1ccc(NC(=O)c2ccc(S(=O)(=O)N3CCCC3)cc2)cc1 | 16% | 1% | -11% | -5 | -5% | 0.4 | i | ?
Cc1cccc2cc(CN(Cc3cccs3)C(=S)NCc3ccco3)c(=O)[nH]c12 | -1% | 18% | -11% | 2 | i | 0.3 | i | 10
O=C(/C=C/c1cccs1)c1ccc(Br)cc1 | -4% | 14% | -1% | -3 | -17%[57.5 µM] | -3.4 | i | 0
COc1ccc2nc(NNC(=O)COc3ccccc3)sc2c1 | -3% | 5% | 0% | 3 | i | -0.8 | i | 14
COc1ccc(OCC(O)COc2ccc(C(=O)O)cc2)cc1 (stereo not given) | 2% | 12% | 0% | -4 | -6% | -0.5 | nt | 22
C[C@H](CO)N1C[C@H](C)[C@@H](CN(C)S(=O)(=O)c2cn(C)cn2)Oc2cc(Br)ccc2S1(=O)=O | 4% | 6% | nt | -2 | -8% | 0.3 | i | 12
COc1cccc(NC(=S)NC2CC3CCCC(C2)N3CC(C)C)c1 (stereo not given) | 3% | 9% | 2% | -19 | i | -1.0 | i | -7
O=C(CO/N=C/c1ccc(OC(F)F)cc1)NC1CCCCCC1 | -8% | 9% | 1% | 3 | -34%[inhibitor] | 1.5 | i | -4
Cc1ccc(CNC(=O)c2c(-c3ccccc3)sc3ccccc23)o1 | 9% | -6% | -25% | 27 | -48%[inhibitor] | -3.4 | i | 54
COc1ccc(/C=N/NC(=O)c2cccnc2)cc1CN1CCc2cc(OC)c(OC)cc2C1C (stereo not given) | 8% | 1% | 2% | -4 | i | -3.0 | i | 0
O=C(Oc1ccc[nH]c1=O)c1ccccc1 | 3% | 3% | nt | -2 | i | 1.7 | i | -22
COC(=O)C(Cc1ccc(O)cc1)NC(=O)NC12CC3CC(CC(C3)C1)C2 (stereo not given) | 2% | 2% | 0% | -3 | -14% | 2.0 | i | -22
O=C(Nc1ccc(Oc2cccnc2)cc1)C1CCCCN1Cc1ccc(CO)o1 (stereo not given) | 1% | 12% | 2% | -11 | -15% | -3.2 | i | -2
Cc1cc(=O)[nH]c(SCC(=O)NC2CCCc3ccccc32)n1 (stereo not given) | 9% | 4% | 0% | -18 | 4% | 1.5 | i | -23
O=C(CSc1nc2ccccc2n1S(=O)(=O)c1ccccc1)N1CCCC1 | 7% | -3% | 3% | 1 | -22% | -0.2 | i | -18
COc1ccc(CCNC(=O)C(C(=O)c2ccccc2)n2cc(Cl)ccc2=O)cc1OC (stereo not given) | 27% | 2% | 0% | 12 | i | 0.4 | i | 6
CCOC(=O)c1c(C)oc2c1c(CN1CCN(C(=O)OCC)CC1)c(O)c1ccccc12 | 2% | -15% | -3% | -8 | -23% | -2.6 | i | ?
O=C1Nc2ccccc2/C1=C/c1ccnc2ccccc12 | 4% | -1% | 3% | -2 | -13% | -0.2 | i | 5
Next part:
SMILES | EPAC2 antag | EPAC2 agonist | MmCpn inh | DRD3 agonist | PTHR1 ag | CCT chaperon mod | Akt phos inh | D3 antag
COc1cc(C(=O)OCC(=O)Nc2ccccc2)cc2c1OCCO2 | -11% | -6% | nt | 5 | -3% | 0.3 | i | 15
CN1CCN(C2=C(NS(=O)(=O)c3cccs3)C(=O)c3ccccc3C2=O)CC1 | -9% | 2% | -3% | -1 | i | -0.2 | i | -11
O=C(CSc1nc(-c2ccco2)cc(C(F)(F)F)n1)NCCN1CCOCC1 | 7% | -1% | -4% | -12 | i | 0.9 | i | -11
NC(=O)CC[C@H](NC(=O)c1ccc(F)cc1)C(=O)OCC(=O)Nc1ccc(N2CCOCC2)cc1 | 22% | 11% | 2% | 1 | i | 2.6 | i | 1
Clc1ccc(-c2nn3cnnc3s2)c(Cl)c1 | 7% | 0% | 2% | 0 | -7% | 1.5 | i | 6
O=C(NCCN1CCCCC1)Nc1ccc(Br)cc1 | 4% | -3% | -7% | -13 | -18% | -5.7 | i | -54*
O=C(COc1ccc(Cl)cc1)N1CCN(c2ccc([N+](=O)[O-])c(N3CCCCC3)c2)CC1 | -6% | 8% | 0% | -3 | 0%[57.5 µM] | -4.9 | nt | 21
Cc1cccc(NC(=O)C2(C)CC3c4ccccc4C2c2ccccc23)c1C (stereo not given) | 4% | -6% | 1% | -3 | -11% | 0.5 | i | -20
Cc1nn(CCCC(=O)NCCc2ccc(Cl)cc2)c(=O)c2nn(-c3ccccc3)c(C)c12 | -1% | -2% | 0% | -1&2 | -26%&-21% | 1.4 | i | 12
COc1ccccc1OCCOc1ccc(/C=C2\C(=N)N3N=C(S(C)(=O)=O)SC3=NC2=O)cc1 | -21% | -5% | ? | 4 | -32%[inhibitor] | 1.9 | i | 5
C=CCNC(=O)NC(=O)CN1C(=O)NC(c2ccccc2)(c2ccccc2)C1=O | -9% | 4% | 0% | 2 | i | 1.2 | i | 6
CCOC(=O)c1cc(C#N)c(N2CCCNCC2)nc1C(F)(F)F | -2% | 0% | 0% | -3 | i | -25 | i | -11
Cc1c2c(n3c(nc4ccccc43)c1C#N)N(CCCN(C)C)CC2 | -4% | 13% | -1% | 3 | i | -6.3 | i | 9
Oc1ccccc1C=NN=CC=Cc1ccccc1 | 14% | 1% | nt | 2 | -16% | -1.8 | i | -6
O=C(/C=C/c1ccccc1F)c1ccoc1 | 31%[activator][57.1 µM] | -6% | 0% | 0 | i | 1.2 | i | -28
O=C(Nc1nc2n(n1)C(c1ccccc1)CC(c1ccc(Cl)cc1)N2)c1ccco1 (stereo not given) | 0% | -6% | 0% | 2 | i | -3.2 | i | -15
O=C(NCCC1=CCCCC1)C1CCCN(S(=O)(=O)c2cnc[nH]2)C1 (stereo not given) | 5% | 6% | -2% | 2 | i | -0.4 | i | -23
CN1CCN(C(=O)/C(=C/c2cn(S(=O)(=O)N(C)C)c3ccccc23)NC(=O)c2ccccc2)CC1 | 1% | 3% | 2% | -1 | -25% | -39* | i | -6
Cc1ccc(S(=O)(=O)[N-]c2nc3ccccc3nc2-n2cc[n+](Cc3ccccc3)c2)cc1 | -5% | 7% | 0% | -13 | i | -2.0 | i | -6
COc1ccc(CCNC(=O)COC(=O)CCC(=O)c2ccc(F)cc2)cc1OC | 13% | -8% | 1% | 27 | i | 1.0 | i | 5
Oc1ccc(/C=N/N(c2ccccc2)c2ccccc2)cc1O | -12% | 14% | 1% | 11 | -15% | -2.7 | i | -2
Fc1ccc(-c2ccc(-c3nn4c(-c5ccco5)nnc4s3)o2)cc1 | -1% | 2% | 1% | 3 | -15%[57.5 µM] | -1.0 | i | 2
CCCCNC(=O)C1C(c2ccc(C(F)(F)F)cc2)=Nc2ccccc2N1C(C)=O (stereo not given) | -22% | -2% | nt | 0 | -92%[inhibitor] | nt | i | -7
COc1cccc(N(CC(=O)NC2CCCCC2)C(=O)CCC(=O)Nc2nc(C)cs2)c1 | -4% | -2% | 2% | -15 | -13% | 0.0 | i | -14
O=C(NC(=S)Nc1ccc(Cc2ccncc2)cc1)c1ccccc1 | -13% | 6% | 0% | -5 | -11% | -1.0 | i | -18

Arranged by molar mass (falling): some entries from above
SMILES | EPAC2 antag | EPAC2 agonist | MmCpn inh | DRD3 agonist | PTHR1 ag | CCT chaperon mod | Akt phos inh | D3 antag
COc1ccccc1OCCOc1ccc(/C=C2\C(=N)N3N=C(S(C)(=O)=O)SC3=NC2=O)cc1 | -21% | -5% | ? | 4 | -32%[inhibitor] | 1.9 | i | 5
CN1CCN(C(=O)/C(=C/c2cn(S(=O)(=O)N(C)C)c3ccccc23)NC(=O)c2ccccc2)CC1 | 1% | 3% | 2% | -1 | -25% | -39* | i | -6
COc1cccc(N(CC(=O)NC2CCCCC2)C(=O)CCC(=O)Nc2nc(C)cs2)c1 | -4% | -2% | 2% | -15 | -13% | 0.0 | i | -14
Cc1cccc(NC(=O)C2(C)CC3c4ccccc4C2c2ccccc23)c1C (stereo not given) | 4% | -6% | 1% | -3 | -11% | 0.5 | i | -20
Oc1ccccc1C=NN=CC=Cc1ccccc1 | 14% | 1% | nt | 2 | -16% | -1.8 | i | -6

Remaining list, next part:
SMILES | EPAC2 antag | EPAC2 agonist | MmCpn inh | DRD3 agonist | PTHR1 ag | CCT chaperon mod | Akt phos inh | D3 antag
O=C(COC(=O)COc1cccc(F)c1)Nc1nc2ccccc2s1 | 1% | 10% | -4% | 2 | i | 0.6 | i | -11
CC1(C)CC(=O)C(C=NCCN2CCN(C(=O)c3ccc(F)cc3)CC2)=C(O)C1 | -3% | 9% | 0% | -10 | i | -1.6 | i | -30
CC(C)(C)c1nc2scc(-c3ccc(Br)cc3)c2c(=O)o1 | 13% | -1% | ? | -2 | i | -2.7 | i | 6
CC(C)OCCCNC(=O)c1ccc(CS(=O)(=O)c2cccc(C(F)(F)F)c2)o1 | 2% | 5% | 2% | -1 | 17% | -1.7 | i | -11
COc1cccc(OCc2nnc(SCC(=O)OC3CCCCC3)n2C)c1 | 3% | 6% | -1% | 0 | i | -0.5 | i | -22
C=CC[C@@H](CC(=O)N(CCO)Cc1ccccc1)C(=O)N[C@@H](COC(=O)[C@@H](CC=C)Cc1ccc(F)cc1)Cc1ccccc1 | -14% | -3% | 0% | 3 | i | -1.4 | i | 20
